Bioassay records from PubChem BioAssay.
DAGLB inhibitor: diacylglycerol lipase beta (human) inhibition. Q8NCG7. HEK293T DAGLB membrane lysate, EnzChek fluorogenic substrate. inhibition, % at 5.17 µM. 340,000 compounds, 0.059% hits. AID 504411; in the data active means inhibition above about 34%;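 further: 0% = enzyme with vehicle and 100% = wells lacking enzyme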
PKA-R2B activ: PKA-R2B complex activation; P22694+P31323; PKA-R2B holoenzyme dissociation, Cy5-IP20 fluorescence polarization; R2B truncated from residue 108, S112A mutant; 0% DMSO only, 100% 113 µM cGMP; activation, % at 11.4 µM; 340,000 compounds, 0.079% hits; AID 504700;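 active means activation above a cutoff set at the mean over all compounds plus 3 SD, cut at about 18% in these data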;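 further: higher means more holoenzyme dissociation and a rise in polarization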
Target sequence (P31323 whole entry, looked up, other chains not shown, the tested form may be a part): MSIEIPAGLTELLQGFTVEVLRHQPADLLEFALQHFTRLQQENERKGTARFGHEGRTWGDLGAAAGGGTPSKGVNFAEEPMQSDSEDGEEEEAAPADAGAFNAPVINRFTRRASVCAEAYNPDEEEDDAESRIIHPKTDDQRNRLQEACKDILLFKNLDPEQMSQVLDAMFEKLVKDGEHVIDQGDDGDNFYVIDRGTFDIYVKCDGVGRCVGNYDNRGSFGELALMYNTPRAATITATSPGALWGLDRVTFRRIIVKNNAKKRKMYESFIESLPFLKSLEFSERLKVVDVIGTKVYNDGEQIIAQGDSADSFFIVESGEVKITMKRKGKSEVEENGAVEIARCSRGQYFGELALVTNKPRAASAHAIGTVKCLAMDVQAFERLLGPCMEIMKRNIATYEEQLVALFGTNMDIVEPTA
Arr AP2 block: human beta-arrestin and AP2 interaction inhibition; FITC-arrestin peptide / GST-AP2 beads, flow cytometry; AP2 beta2 appendage carries R879A mutation; 340,000 compounds, 0.31% hits; inhibition, % at 10 µM;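 active means inhibition above a set limit, near 3 SD of compounds lacking own fluorescence, cut at about 54% in these data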;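 further: plate controls were DMSO wells for no effect and 5 µM unlabelled arrestin peptide for full effect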
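system = GST-tagged AP2 beta2-adaptin appendage (R879A) on 4 µm glutathione beads | reagent = FITC-labelled arrestin peptide probe, 50 nM final | schedule = compound with beads 12 min RT, then probe 1 h RT | signal = HyperCyt-sampled flow cytometry, FL1 channel, ex 488/em 535 nm | read-out = percent response from loss of bead-bound FITC fluorescence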
SR-BI uptake up: activators of SR-BI mediated HDL lipid uptake | CHO ldlA[mSR-BI] cells, DiI-HDL uptake fluorescence, 3 h; 100 = double the neutral-control signal | activation, % at 12.5 µM | 320,000 compounds, 0.096% hits | AID 504775;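 active means mean replicate activation of at least 60% and every replicate at or above 60%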;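 further: 0% = median plate neutral-control signal and 100% = twice that signal; values of inactives mirror those of a sister screen read the other way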
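Material – SR-BI-overexpressing, LDLR-lacking CHO cells · Medium – BSA-supplemented, HEPES-buffered Ham's F12, pH 7.4 · Doses – single concentration · Times – compound with DiI-HDL co-incubation, 3 h at 37 °C · Measured by – bottom-read fluorescence, 550/595 nm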
NSD2 HMT inh: NSD2 (human) methyltransferase inhibition. NSD2 peptide methylation, AlphaScreen, 120 min. inhibition, % at 12.5 µM. 310,000 compounds, 0.54% hits. AID 743445; in the data active means inhibition above about 50%
Keap1-Nrf2 PPI: inhibitors of human Keap1-Nrf2 protein-protein interaction; Q14145; Keap1 Kelch-Nrf2 peptide fluorescence polarization, 1536-well; 340,000 compounds, 0.15% hits; inhibition, % at 9.4 µM; AID 504523; in the data active means inhibition above about 12%;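 further: human Keap1 Kelch domain with fluorescein labeled Nrf2 9mer peptide probe; 0% = neutral control wells and 100% = peptide positive control; higher means more block of Keap1 binding to Nrf2 peptide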
Target sequence (Q14145 whole entry, looked up, the tested form may be a part): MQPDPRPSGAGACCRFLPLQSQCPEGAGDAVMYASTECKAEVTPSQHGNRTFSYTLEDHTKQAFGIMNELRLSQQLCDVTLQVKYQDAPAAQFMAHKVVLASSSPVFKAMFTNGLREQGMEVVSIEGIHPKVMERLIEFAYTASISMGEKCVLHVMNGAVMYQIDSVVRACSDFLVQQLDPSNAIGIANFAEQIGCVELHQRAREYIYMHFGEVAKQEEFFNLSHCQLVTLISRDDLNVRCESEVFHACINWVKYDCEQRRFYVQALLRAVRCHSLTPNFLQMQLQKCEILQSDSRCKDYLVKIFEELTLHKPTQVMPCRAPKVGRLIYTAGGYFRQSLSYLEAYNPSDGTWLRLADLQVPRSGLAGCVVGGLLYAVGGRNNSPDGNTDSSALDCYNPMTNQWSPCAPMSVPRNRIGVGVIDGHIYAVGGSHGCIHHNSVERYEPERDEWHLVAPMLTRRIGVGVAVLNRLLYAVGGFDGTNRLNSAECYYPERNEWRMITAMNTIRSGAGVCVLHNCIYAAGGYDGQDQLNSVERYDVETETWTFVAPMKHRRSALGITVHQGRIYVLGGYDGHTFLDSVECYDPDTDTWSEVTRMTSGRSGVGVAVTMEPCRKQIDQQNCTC
PvdQ inh: blocks Pseudomonas aeruginosa PvdQ acylase activity; purified PvdQ acylase, fluorescence plate reader; inhibition, % at 10 µM; 340,000 compounds, 0.063% hits; AID 488965; in the data active means inhibition above about 30%, passing the limit was not always enough;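 further: 0% = vehicle neutral wells and 100% = reference inhibitor wells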
C-LANA FP: blocks KSHV LANA C-terminal domain binding to DNA. 340,000 compounds, 0.078% hits. MBP-C-LANA/FAM-LBS DNA binding, fluorescence polarization. inhibition, % at 9 µM. AID 504423;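 active means highest replicate inhibition at or above 60% at 9 µM, even if other replicates fall short; inactive means all replicates below 60% inhibition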;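 further: 0% = neutral control wells and 100% = 4 µM acridine orange control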
RTF Ca sens inh: cardiac RTF calcium desensitization; inhibition, % at 7.15 µM; IANBD-labeled cardiac RTF, Ca2+ fluorescence; P19429+P45379; 340,000 compounds, 0.12% hits; AID 493244;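 active means inhibition above the mean inhibition of all tested compounds plus 3 SD, cut at about 17% in these data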;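 further: assay run at fixed EC70 calcium of 1.6 mM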
SR-BI DiI inh: mouse SR-BI HDL lipid transfer inhibition. Q61009. ldlA[mSR-BI] CHO cells, DiI-HDL uptake fluorescence, 3 h. inhibition, % at 12.5 µM. 320,000 compounds, 0.96% hits. AID 488896;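 active means mean replicate inhibition of at least 70% and a set share of replicates each scoring 70 or more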;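 further: 0% = median of neutral control wells and 100% = median of positive control wells; values of inactives mirror those of a sister screen read the other way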
The depositor's hits bear a star; . = no result given.

smiles	DAGLB inhibitor	PKA-R2B activ	Arr AP2 block	SR-BI uptake up	NSD2 HMT inh	Keap1-Nrf2 PPI	PvdQ inh	C-LANA FP	RTF Ca sens inh	SR-BI DiI inh
CC1CCCN(S(=O)(=O)c2ccc(NC(=O)c3cccc(-n4cnnn4)c3)cc2)C1 (centres undefined)	-4	12	-2	-31	-1	-3	-18	-2.0	-5	31
O=S1(=O)c2ccc(Br)cc2N2CCC[C@@H]2CN1Cc1ccc(Cl)cc1	-5	9	-1	-58	.	2	-8	-1.0	1	58
Cc1cc(C(F)F)n2nc(C(=O)Nc3c(F)cc(F)cc3Br)nc2n1	-3	-2	15	-16	1	-1	-2	1.1	8	16
O=C(CCN1C(=O)C2CCCCC2C1=O)Nc1cc(F)ccc1F (centres undefined)	1	-8	16	1	-3	0	2	0.6	3	-1
CCOC(=O)N1CCC(Nc2nc3ccccc3n3nnnc23)CC1	0	5	0	-6	0	-5	-9	0.7	-12	6
O=S(=O)(NC(=S)NC1CCCCC1)c1cccs1	2	-2	-17	-15	-3	0	-12	0.5	-6	15
COc1ccc(/C=N/NC(=S)SC)cc1OC	-1	-3	-4	-2	4	-1	1	-2.2	2	2
CC(NC(=O)c1ccc(C(C)(C)C)cc1)C(=O)O (centres undefined)	0	-3	-6	30	0	2	-1	-0.6	-2	-30
COc1ccc(OC)c(S(=O)(=O)Nc2ccccc2C)c1	2	-9	-6	16	-1	-1	2	0.0	0	-16
CCCCCCCCCC(=O)N[C@@H]1c2cc(OC)c(OC)cc2C[C@H]1O	-4	1	33	13	.	-2	-1	0.4	0	-13
CN1C(=O)C(C)(C)c2cc(S(=O)(=O)NCCc3ccc(Cl)cc3)ccc21	4	4	15	-1	.	4	-3	-5.1	-2	1
O=C(Cc1ccc(Cl)cc1)Nc1cccc(S(=O)(=O)Nc2ccccc2F)c1	-4	-7	-4	-4	-1	3	-11	0.2	-7	4
COCCNC(=S)N/N=C1\CC(C)CC(C)(C)C1 (centres undefined)	0	1	-15	-6	-5	.	1	.	-4	6
COCCN(C(=O)CCc1ccc(OC)cc1)c1nnc(-c2ccncc2)s1	-3	0	8	-52	-6	-5	-6	-0.8	-1	52
COc1ccccc1C(=O)N/C(=C\c1cn(S(=O)(=O)N(C)C)c2ccccc12)C(=O)NCCCN1CCOCC1	-1	10	1	1	1	-3	-13	-0.5	-4	-1
COC(=O)c1cccc(/C=N/NC(N)=S)c1O	-5	8	8	.	-11	-3	-14	1.3	-2	.
COC(=O)c1cc(=O)n(Cc2ccco2)c(=Nc2ccc(F)c(Cl)c2)s1	0	-10	12	31	.	-5	-17	2.6	-5	-31
CCC(=O)N1CCc2cc(S(=O)(=O)NCCC(=O)NC3CCCCCC3)ccc21	-1	-8	-4	16	-3	2	-20	-0.3	-4	-16
CCOC(=O)c1nn(-c2ccc(Cl)cc2)cc1O	-1	5	7	1	-2	-3	-7	-2.5	-12	-1
O=C(CSCc1ccc(Br)cc1)NC1CC1	-3	0	2	-4	-4	0	-13	-0.7	0	4
COCCOC(=O)C1=C(C)N(Cc2ccccc2)C(=O)NC1c1ccc(OC)cc1 (centres undefined)	-3	-2	-5	7	0	-2	-4	-1.1	-3	-7
O=C(CN(c1ccc(Br)cc1)S(=O)(=O)c1ccc(Cl)c([N+](=O)[O-])c1)NCCc1ccccc1	1	-7	7	26	-4	-3	6	-1.3	4	-26
Cc1c(NC(=O)CN2C(=O)NC3(CCCCC3C)C2=O)cccc1[N+](=O)[O-] (centres undefined)	2	3	4	-5	0	-5	-6	0.3	-2	5
CCN(C[C@H]1N[C@@](C)(C(=O)OC)[C@H]2C(=O)N(Cc3ccccc3)C(=O)[C@@H]12)C(=O)c1ccc(C)cc1	0	14	9	10	.	-3	-7	1.3	2	-10
O=C(COC(=O)c1ccc(F)c(S(=O)(=O)N2CCCCC2)c1)NCc1ccc(F)cc1	0	5	-12	1	-2	-1	-13	1.1	-5	-1
CCOC(=O)c1sc(=S)n(-c2cccc(OC)c2)c1N	0	-8	-5	-5	0	5	-7	-1.1	-11	5
COc1ccc(NC(=O)COC(=O)C2CCC(C(C)(C)C)CC2)c([N+](=O)[O-])c1 (centres undefined)	-2	-9	15	-5	0	-3	-5	7.5	-1	5
CN(C)/C(=N\O)c1c(Cl)cccc1Cl	0	-5	38	-6	-3	-1	6	-1.1	4	6
Cc1ccccc1Cn1ccc(NC(=O)CCSc2nc(-c3ccco3)cc(C(F)(F)F)n2)n1	-7	5	4	-29	0	3	-11	0.8	-5	29
S=C(NCCc1ccccc1)N/N=C/c1c(Cl)cccc1Cl	-9	7	19	30	0	0	-5	-1.0	1	-30
CCNC(=S)N=Nc1c(O)[nH]c2ccc([N+](=O)[O-])cc12	4	1	9	0	29	0	12	-0.7	4	0
CCOC(=O)Cc1nn(CCc2ccccn2)c(=O)c2ccccc12	0	-1	-10	-20	-1	-2	-6	-0.4	-10	20
Cc1ccc2ccc[n+](Cc3ccccc3)c2c1	-1	2	-6	12	.	-3	-16	3.0	-15	-12
COc1cc2c(cc1OC)C1(CCCC1)CNC2c1ccc([N+](=O)[O-])cc1 (centres undefined)	-1	0	2	-5	1	-11	-5	1.0	1	5
Nc1ccc(C(=O)OCCc2ccccc2)cc1	6	-17	1	-5	.	1	-6	-2.7	-2	5
Fc1ccccc1CN(CCN1CCOCC1)C(=S)Nc1ccccc1Cl	2	-2	10	19	1	3	-8	0.9	-9	-19
CCc1cc(C(=O)N/N=C/c2c(C)[nH]c3ccccc23)cs1	2	-8	1	6	-1	1	-28	0.1	10	-6
CC(C)Cn1c(=O)c2ccccc2n2c(SCC(=O)N3c4ccccc4CC3C)nnc12 (centres undefined)	0	-12	0	-24	-3	-4	11	16	10	24
COCC(C)N1CCC(n2nccc2NC(=O)CCCc2ccccc2)CC1 (centres undefined)	0	-4	-1	25	-2	4	-6	0.8	-6	-25
Cc1ccc([N+](=O)[O-])cc1NC(=S)NC(=O)CC(C)(C)C	-2	2	4	-19	9	2	-9	1.1	-14	19

Molecules listed so far containing an aryl thioether with sulfur outside any ring:
smiles	DAGLB inhibitor	PKA-R2B activ	Arr AP2 block	SR-BI uptake up	NSD2 HMT inh	Keap1-Nrf2 PPI	PvdQ inh	C-LANA FP	RTF Ca sens inh	SR-BI DiI inh
Cc1ccccc1Cn1ccc(NC(=O)CCSc2nc(-c3ccco3)cc(C(F)(F)F)n2)n1	-7	5	4	-29	0	3	-11	0.8	-5	29
CC(C)Cn1c(=O)c2ccccc2n2c(SCC(=O)N3c4ccccc4CC3C)nnc12 (centres undefined)	0	-12	0	-24	-3	-4	11	16	10	24

Next entries:
smiles	DAGLB inhibitor	PKA-R2B activ	Arr AP2 block	SR-BI uptake up	NSD2 HMT inh	Keap1-Nrf2 PPI	PvdQ inh	C-LANA FP	RTF Ca sens inh	SR-BI DiI inh
CC(=O)Nc1ccc(NC(=O)C2CCN(c3c(Cc4ccccc4)c(C)nc4ncnn34)CC2)cc1	0	-17	1	-6	1	3	2	-0.8	-8	6
Cc1c(C(=O)O)sc2nc(CSc3nnc(-c4ccc(F)cc4)n3C)[nH]c(=O)c12	3	0	2	9	3	4	-2	1.1	-8	-9
COc1ccc(OCC(O)CN2CCCC2)cc1 (centres undefined)	-1	-5	-24	11	2	1	-3	-0.3	-4	-11
O=C(NN1CCOCC1)c1cn(-c2ccccc2)nc1-c1cccs1	1	5	-3	-3	7	-1	-2	-1.5	-8	3
CCCCCCCn1c(C)nnc1-c1cnn(C)c1N	0	-2	16	3	0	-4	-6	1.0	2	-3
COc1ccc(C(=O)NNC2=NC(C)(C)Cc3ccccc32)cc1	-3	-13	-15	-5	-1	3	-10	-0.8	2	5
COc1ccc(S(=O)(=O)N(Cc2ccccc2)Cc2nc(-c3ccccc3)no2)cc1	-13	5	2	-64	0	-4	-14	-0.8	-7	64
COc1ccc(C)cc1NC1=C(Cl)C(=O)N(C2CCCCC2)C1=O	-6	-12	8	-23	2	-5	-8	-0.8	-9	23
COc1cc(-c2ccc(=O)[nH]n2)ccc1OC(F)F	2	1	2	7	.	-2	8	1.4	16	-7
O=C(CCCOc1ccc(Cl)cc1Cl)NCc1ccncc1	-2	-2	29	15	19	0	-3	-0.1	2	-15
COC(=O)c1cc(C)sc1NC(=O)CN1CCN(C(=O)c2ccco2)CC1	-3	18	4	.	-1	-3	2	0.9	3	-12
CCOc1ccccc1N1CCN(c2nc3ccccc3nc2C(C#N)C(=O)OC(C)C)CC1 (centres undefined)	-1	1	7	16	-9	1	9	-0.3	-17	-16
S=C1NCCOCCOCCOCCOCCNC(=S)N2CCOCCOCCN1CCOCC2	-3	-7	2	12	0	1	-4	0.8	-1	-12
CC1=NN(c2ccccc2)C(=O)C1C(=O)c1ccccc1 (centres undefined)	0	6	8	9	12	2	-5	-0.7	1	-9
CC(Sc1nnc(Nc2ccccc2)s1)C(=O)NC1CCCc2ccccc21 (centres undefined)	3	-6	-3	-5	0	-7	-11	-1.4	-9	5
O=C(Oc1ccccc1N1C(=O)C2CCCCC2C1=O)c1ccc(Cl)cc1 (centres undefined)	-3	10	20	-13	-2	-3	4	0.1	1	13
COc1cc(C(Nc2ccccn2)c2ccc3ccc(C)nc3c2O)cc(OC)c1O (centres undefined)	5	15	15	6	.	-31	-14	-0.3	-3	-6
CCOC(=O)C1CCN(Cc2ccc(OC)cc2OC)CC1	0	-3	-1	25	1	-2	11	14	-8	-25
COc1ccc(-c2nnc(SCC(=O)NNC(=O)Cc3ccccc3)n2C)cc1OC	-2	0	14	11	-2	-2	-12	-1.8	-7	-11
Cc1ccc(C)c(N2CCN(CC(=O)Nc3ccc([N+](=O)[O-])cc3C(=O)Nc3ccccc3F)CC2)c1	-24	-2	0	-14	-1	4	-9	-0.2	-6	14
CCCn1cc(CN2CCC(Cc3cccc(F)c3)(C(=O)OCC)CC2)c(C)n1	-3	0	-13	1	-3	3	-4	32	6	-1
COCCOC(=O)c1[nH]c2c(c1C)C(=O)CC(c1ccc(OC)cc1)C2 (centres undefined)	-2	4	-7	-42	6	-4	-9	-0.5	-5	42
Cc1ccc(S(=O)(=O)N2CCN(C(=O)CSc3nnc(C)c(=O)[nH]3)CC2)cc1	0	3	0	6	0	-10	-5	-3.4	-8	-6
CC(C)(C)NS(=O)(=O)c1ccc(NS(=O)(=O)Cc2ccccc2)cc1	1	-5	-4	1	-1	-5	-7	-0.6	-1	-1
CCOC(=O)C1=CN(Cc2ccco2)S(=O)(=O)N(CC)C1c1ccc(C(F)(F)F)cc1 (centres undefined)	-3	0	1	-15	.	-1	-11	-0.7	-7	15
